PAFAH1B2 FP inh: PAFAH1B2 (human) inhibition | P68402 | recombinant PAFAH1B2, FP-rhodamine activity probe, fluorescence polarization | inhibition, % at 3.39 µM | actives 1.2% (n = 340,000);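 active means inhibition above the mean of all tested compounds plus 3 SD, cut at about 24% in these data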;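 further: 0% = enzyme with DMSO and 100% = wells lacking PAFAH1B2; many of its hits are not listed in these tables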
GLD-1 TGE inh: GLD-1-TGE RNA interaction inhibition (C. elegans) | Q17339 | purified GLD-1 + fluorescein TGE RNA, fluorescence polarization | inhibition, % at 5.96 µM | actives 0.44% (n = 320,000) | AID 2280;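 active means percent inhibition above a per-plate cutoff, the plate mean of test compounds plus 3 SD, cut at about 30% in these data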;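 further: 0% = DMSO wells with GLD-1 and probe and 100% = wells lacking GLD-1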
Fam108B inh: counter-screen for RBBP9 inhibitors: inhibitors of mouse Fam108B | recombinant Fam108B, FP-Rh probe fluorescence polarization | inhibition, % at 9.51 µM | actives 0.33% (n = 300,000) | AID 1947;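 active means inhibition above the screen mean inhibition plus 3 SD, computed separately per campaign, cut at about 18% in these data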;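 further: inhibitors lower polarization as less probe binds the enzyme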
MCL1-BIM inh: MCL1-BIM-BH3 interaction inhibition (human) | AID 2057 | GST-MCL1 / FITC-Bim-BH3 fluorescence polarization | inhibition, % at 10.9 µM | actives 0.68% (n = 320,000) | Q07820;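 active means inhibition above the mean inhibition of all tested compounds plus 3 SD, set per campaign, cut at about 40% in these data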;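 further: 0% = DMSO wells and 100% = unlabeled Bim-BH3 peptide control; higher means more loss of mP so more displacement of Bim peptide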
Target sequence (Q07820 whole entry, looked up): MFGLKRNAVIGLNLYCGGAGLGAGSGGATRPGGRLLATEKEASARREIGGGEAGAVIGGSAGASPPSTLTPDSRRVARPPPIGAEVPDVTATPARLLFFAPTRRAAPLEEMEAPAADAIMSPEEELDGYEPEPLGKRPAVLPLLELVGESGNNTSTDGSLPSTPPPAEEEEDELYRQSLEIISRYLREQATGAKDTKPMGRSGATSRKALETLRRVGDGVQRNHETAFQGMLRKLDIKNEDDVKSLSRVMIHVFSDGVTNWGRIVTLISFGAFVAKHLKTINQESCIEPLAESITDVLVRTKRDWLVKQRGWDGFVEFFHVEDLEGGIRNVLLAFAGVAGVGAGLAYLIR
PME-1 primary: PME-1 (human) inhibition; Q9Y570; recombinant PME-1, FP-Rh probe fluorescence polarization; actives 0.53% (n = 320,000); inhibition, % at 5.9 µM; AID 2130;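 active means inhibition above the campaign mean of all compounds plus 3 SD, cut at about 26% in these data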;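 further: competitive labeling of PME-1 active site by serine hydrolase directed probe; 0% = PME-1 with DMSO and 100% = wells lacking PME-1 enzyme; inhibitors block probe labeling so polarization falls and inhibition rises; many of its hits are not listed in these tables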
pPAFAH FP inh: pPAFAH (human) enzyme inhibition. Q13093. recombinant pPAFAH, FP-rhodamine probe fluorescence polarization. inhibition, % at 3.39 µM. actives 1.5% (n = 330,000);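 active means inhibition above the mean inhibition across the screen plus 3 SD, cut at about 25% in these data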;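 further: inhibitors block binding of the rhodamine activity-based probe so polarization drops; 0% = enzyme with DMSO and 100% = wells lacking pPAFAH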
Target sequence (Q13093 whole entry, looked up): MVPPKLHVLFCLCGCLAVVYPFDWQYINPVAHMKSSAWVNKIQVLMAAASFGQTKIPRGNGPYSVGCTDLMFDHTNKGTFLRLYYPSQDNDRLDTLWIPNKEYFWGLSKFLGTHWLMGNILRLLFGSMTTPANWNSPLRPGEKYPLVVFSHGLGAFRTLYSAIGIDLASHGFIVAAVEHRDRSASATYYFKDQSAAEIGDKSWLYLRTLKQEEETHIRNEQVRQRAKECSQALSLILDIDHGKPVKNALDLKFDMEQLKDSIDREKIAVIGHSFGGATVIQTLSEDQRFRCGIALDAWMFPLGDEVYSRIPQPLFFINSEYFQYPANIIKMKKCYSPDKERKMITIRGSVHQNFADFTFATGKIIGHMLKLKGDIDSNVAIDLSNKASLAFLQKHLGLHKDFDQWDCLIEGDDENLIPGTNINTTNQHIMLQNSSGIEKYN
AHR act: activators of human aryl hydrocarbon receptor; P35869; actives 2.5% (n = 320,000); activation, % at 5 µM; AID 2796; AHR-responsive luciferase reporter cells, luminescence; in the data active means activation above about 47%;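 further: 0% = vehicle wells and 100% = reference agonist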
MEX-5 binding: C. elegans MEX-5 TCR-2 RNA binding activity. Q9XUB2. MEX-5/FITC-TCR2 RNA binding, fluorescence polarization; stronger effect = lower value. activity score (negative = inhibition of binding), % at 10 µM. actives 0.38% (n = 300,000). AID 1832;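 active means inhibition past about -25% in most replicates, and total fluorescence under double the plate's negative control median, limit read from the data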;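 further: 0% = DMSO and -100% = 5 µM competing unlabeled TCR2 RNA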
BCLXL inh: inhibitors of human Bcl-xL | Q07817 | GST-Bcl-xL / FITC-Bim BH3 peptide fluorescence polarization | inhibition, % at 10.9 µM | actives 0.7% (n = 320,000);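 active means inhibition above the mean of all tested compounds plus 3 SD, cutoff set per campaign, cut at about 30% in these data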;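 further: 0% = DMSO wells and 100% = unlabeled Bim-BH3 peptide competitor; inhibitors lower millipolarization by displacing the labeled peptide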
Target sequence (Q07817 whole entry, looked up): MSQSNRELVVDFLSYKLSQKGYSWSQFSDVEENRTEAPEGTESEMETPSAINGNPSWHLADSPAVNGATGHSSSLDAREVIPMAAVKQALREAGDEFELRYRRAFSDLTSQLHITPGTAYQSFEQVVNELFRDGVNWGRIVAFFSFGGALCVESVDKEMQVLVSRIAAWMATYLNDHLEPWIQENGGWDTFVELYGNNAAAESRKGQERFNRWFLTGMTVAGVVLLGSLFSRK
Starred values were filed as active, the others as inactive; · = not tested or not shown. These rows are one share of the data (hit frequency here may not be typical).

SMILES | PAFAH1B2 FP inh | GLD-1 TGE inh | Fam108B inh | MCL1-BIM inh | PME-1 primary | pPAFAH FP inh | AHR act | MEX-5 binding | BCLXL inh
COc1cccc(CNC(=O)CCNS(=O)(=O)c2ccc3c(c2)oc(=O)n3C)c1 | -0.6 | 5.5 | -1.0 | 0.9 | -4.0 | 3.6 | -3.6 | -1.4 | -0.4
COc1ccc(C(C)C)cc1S(=O)(=O)Nc1ccc(Cl)cn1 | -0.6 | 3.5 | 0.7 | 6.1 | -0.2 | 1.6 | -2.3 | 0.2 | 2.9
Cc1ccc(C(c2c(C)nn(-c3ccccc3)c2N)c2c(C)nn(-c3ccccc3)c2N)cc1 | 0.9 | 3.6 | 6.2 | 28.2 | 5.7 | -0.8 | 14.3 | -0.6 | 2.1
C/C(=C\C(=O)c1ccc(Cl)cc1)Nc1ccc(N2CCOCC2)cc1 | 3.9 | 8.4 | -0.9 | -1.0 | 0.9 | 2.9 | 2.8 | 1.3 | 7.9
C/C(=N\NC(=O)c1ccco1)c1ccc(NC(=O)c2cccs2)cc1 | 0.5 | 1.5 | 0.9 | 10.7 | -2.6 | 2.6 | 7.9 | -1.4 | 5.6
CCOc1ccccc1NC(=O)CCNS(=O)(=O)c1ccccc1 | 7.9 | -3.2 | -3.8 | -3.1 | -2.5 | -5.4 | 5.0 | -1.7 | -3.3
CCN(Cc1ccccc1)C(=O)c1cccnc1 | 1.8 | 2.4 | 1.9 | -3.2 | 1.1 | 0.9 | 2.2 | -0.4 | 0.0
Cc1cccc(OCCN2CSC(=S)N(C)C2)c1 | 4.5 | 3.7 | -1.6 | 16.6 | -5.3 | 1.6 | 1.3 | -2.3 | 8.1
CCCCn1nnnc1SCC(=O)NNC(=O)c1ccco1 | 5.5 | -4.8 | -4.5 | -4.4 | -8.4 | 0.3 | -1.8 | -1.2 | -2.8
COc1ccc(NC(=O)CN(C)C(=O)c2c(C)nn(-c3ccccc3)c2Cl)cc1 | 4.8 | 6.1 | -0.2 | -0.3 | -1.2 | -1.9 | 3.0 | 0.2 | 3.4
Nc1ncnc2c1ncn2CCN1CCOCC1 | 5.5 | 0.5 | 5.9 | -2.9 | 1.8 | 6.0 | 5.1 | -1.6 | -7.2
O=C(N/N=C/c1cccc(F)c1)c1ccc(Cl)cc1 | 3.9 | 10.1 | 1.3 | -0.5 | 4.6 | -7.5 | 3.6 | -0.7 | 2.3
CCCCNC(=O)Nc1ccccc1C(=O)NCCC | 6.3 | 3.3 | -0.6 | 0.3 | -0.2 | -3.2 | 3.5 | 2.4 | -1.1
Cc1[nH]c2ccccc2c1C(=O)CSCC(=O)O | 3.5 | 3.6 | 1.5 | 5.3 | -0.3 | -1.5 | 5.5 | -0.2 | 8.7
O=c1[nH]c(SCc2ccc(F)cc2Cl)nc2ccccc12 | 5.6 | 4.6 | -0.5 | -2.6 | -2.2 | 7.6 | -0.9 | 1.5 | 1.1
CC(Sc1nc2c(N)ncnc2n1CCOc1ccccc1)C(=O)O (configuration not stated) | 8.2 | -6.5 | -5.9 | -6.8 | -6.0 | -1.4 | 2.8 | -1.1 | -0.1
Cc1ccc(NC(=O)CNS(=O)(=O)c2cccs2)cc1F | 0.7 | 5.8 | 1.8 | -3.7 | 3.2 | 0.9 | 5.5 | 2.6 | -0.8
CCOC(=O)Cn1c(=O)n(Cc2ccco2)c(=O)c2ccc(C(=O)NCCc3ccccc3)cc21 | 5.4 | 1.5 | -1.4 | 7.1 | -3.0 | 0.3 | 3.6 | 2.2 | 7.0
COc1cc(/C=N/NC(=O)Cn2cnc3c2c(=O)n(C)c(=O)n3C)cc(OC)c1OC | · | 4.0 | 0.5 | -1.4 | -3.9 | -5.9 | 1.4 | -1.8 | -1.4
CC1CCCCN1CCCNc1ccc(C(CC(N)=O)NC(=O)Cc2ccc(Br)cc2)cc1[N+](=O)[O-] (configuration not stated) | -0.7 | -1.1 | -6.0 | 4.7 | -6.0 | -2.6 | 4.3 | -2.1 | 4.8
COCCNC(=O)c1ccc2c(=O)n(Cc3ccco3)c(SCC(=O)NC3CCCC3)nc2c1 | 1.4 | -3.0 | 0.1 | 4.7 | 5.0 | 1.0 | 2.2 | 0.0 | 1.7
N#CCCN(C(=O)COC(=O)c1ccc(S(=O)(=O)N2CCOCC2)cc1)c1ccccc1 | 2.0 | -6.5 | · | · | · | 2.7 | 0.3 | · | ·
CCn1nnnc1SCC(=O)Nc1nc(C)c(C)s1 | 5.8 | 3.7 | 1.2 | 2.6 | 2.3 | 8.4 | 19.5 | -1.6 | -2.3
C=CCN1C(=O)/C(=N/n2cnnc2)c2ccccc21 | -0.1 | -2.4 | -1.6 | 4.4 | -9.6 | -9.1 | 9.4 | 0.1 | -0.8
CCCNC(=O)Cn1cnc2sc(C(=O)N3CCN(Cc4ccc5c(c4)OCO5)CC3)c(C)c2c1=O | 2.6 | 3.7 | -1.9 | 11.3 | 1.0 | 3.6 | -0.8 | -1.1 | 3.0
(more compounds)
SMILES | PAFAH1B2 FP inh | GLD-1 TGE inh | Fam108B inh | MCL1-BIM inh | PME-1 primary | pPAFAH FP inh | AHR act | MEX-5 binding | BCLXL inh
Cn1c(-c2ccc3nc(N)sc3c2)nc2cc(N)ccc21 | 5.0 | 1.3 | 1.4 | 24.6 | 10.7 | 10.2 | 34.6 | -0.7 | 11.4
CCSc1nnc(-c2cccnc2)n1-c1ccc(C)c(Cl)c1 | 3.8 | 9.9 | 5.5 | 1.6 | 2.5 | 1.4 | -3.6 | 0.9 | -4.4
Cc1ccc(C)c(CN2CCC(CNC(=O)Nc3ccc(Cl)cc3)CC2)c1 | 1.2 | -1.9 | -1.8 | 0.4 | 5.5 | -4.3 | 1.5 | 0.8 | 2.9
CC(=O)Nc1cccc(C(=O)/C=C/c2ccc(F)cc2)c1 | 0.4 | 5.0 | -3.2 | 7.2 | -5.0 | 2.3 | -0.8 | -1.2 | 1.0
COc1ncnc2c1oc1nc(CC(C)C)c3c(c12)CC(C)(C)OC3 | 2.6 | 5.4 | 1.5 | 4.3 | 4.0 | 10.0 | -1.7 | 0.0 | 2.2
Nc1nc(CSc2ccccc2)nc(N2CCCCC2)n1 | 1.3 | 3.6 | 0.7 | 8.9 | 2.2 | 4.5 | 42.0 | -1.9 | -2.7
NC(=O)NCc1ccc(C(=O)OCc2ccncc2)cc1 | -0.1 | 0.6 | -2.4 | -2.7 | 1.8 | -1.1 | 0.1 | 0.4 | 1.6
CCN(Cc1ccccc1)C(=O)CN1C(=O)c2ccccc2S1(=O)=O | 1.7 | 4.2 | -1.5 | -5.8 | 0.2 | 6.3 | -1.8 | 1.0 | 1.9
CC1CCCC(NC(=O)CN2C(=O)NC(Cc3c[nH]c4ccccc34)C2=O)C1C (configuration not stated) | 9.2 | 0.7 | · | · | · | 1.9 | 0.8 | · | ·
Cc1nc2nc(-c3ccc(Cl)cc3)nn2c(C)c1Cl | · | 3.5 | -1.7 | 4.5 | 5.8 | 0.1 | 53.1* | 1.5 | 3.9
Cc1noc(NS(=O)(=O)c2ccc(N3C(=O)c4ccccc4C3=O)cc2)c1C | 2.0 | 5.0 | 0.5 | 6.1 | 3.2 | 1.8 | -0.2 | 2.0 | 1.9
COc1ccc(C)cc1S(=O)(=O)N1CCCC(C(=O)N2CCN(c3ccccc3)CC2)C1 (configuration not stated) | 5.2 | -2.0 | 7.7 | 9.6 | 11.1 | 1.4 | -0.8 | 2.2 | 11.7
COc1ccc(CNC(=O)C(=O)NCC2OCCN2S(=O)(=O)c2ccc(OC)cc2)cc1 (configuration not stated) | 6.8 | 0.7 | 4.8 | 2.7 | 7.5 | 6.7 | -0.6 | -4.2 | 2.9
CSc1ccccc1NC(=O)COc1ccccc1C | 9.4 | 1.1 | -2.0 | -0.6 | 6.0 | 1.0 | -1.2 | -1.7 | 4.7
CN(C)C(=O)c1nnc(Cc2ccc(Cl)cc2)o1 | 10.9 | -11.8 | 1.2 | -3.9 | 6.5 | 0.6 | -0.5 | -1.9 | -0.9
C/C(CC(=O)Nc1ccc(N(C)C)cc1)=N\NC(=O)c1ccccc1O | 7.4 | -6.8 | 11.0 | 4.4 | 0.6 | 17.9 | 21.8 | -1.2 | -1.4
O=C(NCCN1CCN(Cc2ccccc2)CC1)c1ccc(CS(=O)(=O)c2ccc(Br)cc2)o1 | 5.7 | 2.3 | 3.6 | 2.3 | 1.2 | 2.1 | 0.1 | -2.3 | 1.7
O=C(CNC(=O)c1ccc(-c2ccccc2)cc1)Nc1ccc(S(=O)(=O)Nc2ncccn2)cc1 | -3.9 | 8.0 | -7.8 | -2.3 | -1.3 | 0.9 | 0.0 | 0.1 | 2.7
COc1ccc(NS(=O)(=O)c2cc(NC(=O)c3cc(F)c(F)c(F)c3F)ccc2N2CCCC2)cc1 | 1.6 | -2.7 | -0.3 | 4.1 | -15.9 | 1.4 | 21.5 | 0.8 | 1.6
Cc1ccc(Nc2nc3ccccc3nc2-n2nc(C)cc2C)cc1 | 2.8 | 3.2 | 0.2 | 1.2 | -2.2 | -2.8 | 7.4 | 2.2 | 5.4
Cc1csc(-c2cnn(-c3ccccc3)c2NC(=O)c2ccc(C(F)(F)F)cc2)n1 | -1.0 | 3.6 | -2.6 | 12.1 | -3.3 | 5.8 | 5.9 | -0.9 | 8.1
COc1ccc(N(C(=O)c2ccco2)S(=O)(=O)c2cccs2)cc1 | -3.0 | -1.1 | -1.1 | 4.8 | 4.8 | 5.1 | 0.0 | -2.0 | 0.4
O=C(NCc1ccco1)c1cc(-c2ccccn2)nc2ccccc12 | 8.2 | 2.5 | -1.1 | 7.7 | 1.0 | -1.7 | 1.7 | 1.4 | 5.3
CN(C(=O)CSC(=O)c1ccccc1)c1ccccc1 | -1.1 | 1.4 | -1.2 | 6.5 | -1.1 | 7.8 | 2.5 | 1.7 | 13.0
NCCNC(=O)c1ncsc1-c1cccc(F)c1 | -1.9 | 3.6 | -0.4 | 3.5 | -1.6 | -2.7 | -1.1 | -0.3 | -0.5
The results go on:
SMILES | PAFAH1B2 FP inh | GLD-1 TGE inh | Fam108B inh | MCL1-BIM inh | PME-1 primary | pPAFAH FP inh | AHR act | MEX-5 binding | BCLXL inh
CCN1CCN(Cc2c(C(=O)N/N=C(\C)c3ccc(Cl)c(Cl)c3)nnn2-c2nonc2N)CC1 | · | -0.1 | 0.4 | 1.8 | 3.6 | 0.0 | 0.1 | -23.6 | 2.7
CCOc1cc(/C=N/Nc2nc(N3CCCCC3)nc(N3CCCCC3)n2)ccc1OC(=O)c1ccco1 | 3.9 | 6.7 | -1.4 | -3.6 | 0.7 | 1.4 | -0.1 | -1.7 | 4.3
Cc1ccc(/C=N/NC(=O)c2cccs2)o1 | 0.9 | 5.7 | -3.8 | 1.3 | 7.2 | 3.9 | 77.8* | 12.0 | 0.8
CCOC(=O)C1(N(CC)CC)Sc2cc(C)ccc2NC1=O (configuration not stated) | 5.4 | 0.5 | -5.8 | 4.1 | 3.1 | 6.2 | 2.9 | -0.1 | 6.4
Cc1ccc(-n2c(C)cc(/C=N/NC(=O)c3ccncc3)c2C)cc1C | 0.7 | -0.8 | 3.3 | -1.3 | -7.0 | 4.2 | 9.2 | -2.5 | 1.5
S=C(Nc1ccc2nsnc2c1)NC1CCCCC1 | 14.6 | 2.5 | 3.0 | 9.0 | -2.5 | 8.4 | 8.5 | -1.1 | 7.0
COC(=O)c1c(-c2ccc(F)cc2)noc1N | 2.3 | -3.1 | -0.4 | 5.2 | 2.5 | 2.3 | -3.2 | 2.2 | 6.2

Assay outcomes: PubChem, several laboratories
